b-catenin transl = modulators of beta-catenin nuclear translocation, primary screen, imaging, HeLa cells, immunofluorescence, high-content; nuclear translocation activity, % at 5 µM; 190,000 tested, 0.3% active; AID 1665, 2009;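 active = nuclear translocation activity above 50% at 5 µM, with a well cell count of 50 or more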;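 also: per-cell ratio of nuclear to cytoplasmic median beta-catenin stain intensity; plate controls were DMSO negative control for no effect and GSK-3 inhibitor IX positive control for full effect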
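Test system: human HeLa cells, native beta-catenin. Compound dosing: 5 µM primary single dose, 0.1% DMSO, 0.02–20 µM confirmation series. Incubation: compound exposure 24 h at 37°C. Detection: beta-catenin immunostaining with DAPI counterstain, 20x imaging, 6 fields/well. Read-out basis: Nuclear/cytoplasmic beta-catenin signal ratio, % activation.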
Myeloid diff 2 = induction of myeloid progenitor differentiation, primary screen, cell-based, flow cytometry, MLPCN library; AID 624256, 2012; 360,000 tested, 1% active; ER-HoxA9 myeloid progenitors, lysozyme-GFP differentiation; calls only at 10 µM;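 active = normalized GFP-positive differentiation at or above the plate's own cutoff, the solvent-only control mean plus 3 SD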;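 also: cells exposed to compound for four days before flow analysis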
T cell HTS = modulators of CD8 T cell-vesicle binding, primary screen, mouse 2C CD8+ T cells, flow cytometry. 2C CD8+ T cell-vesicle binding; hits give low values. 330,000 tested, 0.068% active. calls only at 7 µM;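 active = response, share of CD8 T cells binding vesicles, and their 90th percentile fluorescence all below set limits, cut at about 80% in these data, passing the limit was not always enough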
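Material: 2C TCR transgenic mouse naive CD8+ T cells, MACS-purified. Also added: QL9-charged Drosophila Ld/ICAM-1/B7-1 vesicles. Timing: binding 1.5 h at 37 °C. Measured by: high-throughput flow cytometry with anti-B7-1 and anti-CD8 staining. Read-out: percent CD8+ FL2 mean versus row control. Controls: Unloaded micro-vesicles (low), QL9 vesicles with 0.7% DMSO (high).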
Insulin prom up = insulin promoter activators in MIN6 cells, imaging, high-content screening, mouse beta cells | MIN6 insulin promoter-GFP reporter; hits give high values | z-score at 5 µM | 190,000 tested, 0.3% active | AID 1625, 2009;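 active = z-score above 3 at 5 µM with at least 500 cells counted in the well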
Dynein transport = inhibitors of GR-EGFP nuclear translocation, primary screen, dynein cargo transport inhibitor project, imaging, high-content, 3617.4 mouse cells | test concentration mostly 20 µM; stimulated with dexamethasone, 1 µM; hits give low values | z-score, hits read low | 220,000 tested, 0.47% active | AID 1381, 2008;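 active = plate z-score of nuclear minus cytoplasmic receptor signal below a set negative limit, without overly bright fluorescence or cell loss, cut at about -3.5 in these data, passing the limit was not always enough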;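 also: z-score of nuclear minus cytoplasmic ring GR-EGFP intensity difference per well; some compounds called inactive have numbers as strong as hits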
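Buffer or medium – tet-free medium with charcoal-stripped serum · Signal – automated 10x imaging of fixed Hoechst-stained cells · Also added – dexamethasone agonist, 1.0 µM final, for 30 min · Incubation – induction 48 h, compound 1 h, agonist 30 min · Read-out – GR-EGFP nuclear translocation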
TNAP activators = human TNAP enzyme activators, primary screen, biochemical, luminescent, no phosphate acceptor, uHTS (AID 1001); purified TNAP, luminescent activation assay, no phosphate acceptor; higher activation fold means a stronger effect; one-dose activation fold at 20 µM; EC50 in µM for titrated hits; Alkaline phosphatase, tissue-nonspecific isozyme (Homo sapiens); 200,000 tested, 0.03% active; in the data active = activation fold from about 3, or a potency from the dose series; inactive = the rest, 99 in 100 with activation fold below about 1.6; also: many of its hits are not listed in these tables
Lipid droplet = inhibitors of hepatocyte lipid droplet formation, primary screen, imaging, high-throughput imaging, BODIPY stain; inhibition, % at 6.5 µM; AID 1656, 2009; AML12 mouse hepatocytes, oleate lipid droplets; 240,000 tested, 0.4% active;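 active = lipid droplet intensity inhibited by at least 50%, with more than 500 cells counted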
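Assay system: AML12 mouse liver cells | Compound dosing: One dose, 6.5 µM compound | Read-out basis: Droplet intensity reduction, % inhibition | Measured by: Fluorescence imaging, 20x objective, two fields per well | Schedule: Overnight treatment with compound plus oleate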
MT stabilize HCS = microtubule stabilizers in HeLa cells, primary screen, imaging, high-content imaging. % tubulin-high responders, % at 10 µM. 200,000 tested, 0.83% active. HeLa tubulin immunostaining HCS, 24 h; share of cells brighter than vehicle mean+2SD. AID 2205, 2009;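 active = plate Z-score above 3 for both tubulin-high and condensed-nucleus cell shares, with cell loss under 80%, at 10 µM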;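 also: anti alpha tubulin signal scored within the nucleus-defined area of each cell; some results filed as inactive read as strong as hits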
PMI inhibitors = inhibitors of human PMI, primary screen, biochemical, fluorescence intensity, coupled assay (AID 1209); Mannose-6-phosphate isomerase (Homo sapiens); purified PMI enzyme, coupled fluorescence intensity; higher % means a stronger effect; one-dose inhibition, % at 20 µM; IC50 in µM for titrated hits; 190,000 tested, 0.42% active; in the data active = inhibition above about 50%;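 also: plate controls were DMSO vehicle for no effect and wells lacking substrate for full effect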
Dynein transport cytoplasmic EGFP = also measured in Dynein transport; calls as there; z-score; measured here: cytoplasmic GR-EGFP intensity; hits give high values
Dynein transport nuclear GR-EGFP = second read-out of Dynein transport, no call of its own (marks repeat the call); z-score; measured here: nuclear GR-EGFP intensity;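 lower value marks the stronger effect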
Dynein transport cell count = further read-out of Dynein transport, marked with its call; z-score; measured here: cell count per field
Insulin prom up cell count = second read-out of Insulin prom up, no call of its own (marks repeat the call); cell count; measured here: cytotoxicity, nuclei count;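 total cells summed across four imaged fields per well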
Lipid droplet cells 6.5 µM = recorded beside Lipid droplet, whose call it bears; cell count; measured here: cell count, cytotoxicity flag;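 cells counted across two imaged fields per well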
b-catenin transl cell count 5 µM = second read-out of b-catenin transl, no call of its own (marks repeat the call); cell count; measured here: cell count, cytotoxicity flag
T cell HTS vesicle-bound % = second read-out of T cell HTS, no call of its own (marks repeat the call); double positive events, %; measured here: CD8+ vesicle-bound cell fraction;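 binding gate set so that unloaded-vesicle control wells show 10% double positive cells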
MT stabilize HCS Hoechst-high % = second read-out of MT stabilize HCS, no call of its own (marks repeat the call); % Hoechst-high responders; measured here: nuclear condensation Hoechst responders;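 share of cells brighter than vehicle mean plus two SD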
MT stabilize HCS cytotoxicity % = also measured in MT stabilize HCS; calls as there; toxicity, %; measured here: cytotoxicity by cell density;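 0% = mean cell density of plate MIN control wells and 100% = no cells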
Myeloid diff 2 GFP+ MAC1+ % = second read-out of Myeloid diff 2, no call of its own (marks repeat the call); GFP+ MAC1+ double positive, %; measured here: differentiation confirmed by MAC1 staining
Numbers without * were called inactive; i = inactive; x = no result given.

SMILES	b-catenin transl	b-catenin transl cell count 5 µM	Myeloid diff 2	Myeloid diff 2 GFP+ MAC1+ %	T cell HTS	T cell HTS vesicle-bound %	Insulin prom up	Insulin prom up cell count	Dynein transport	Dynein transport cytoplasmic EGFP	Dynein transport nuclear GR-EGFP	Dynein transport cell count	TNAP activators	Lipid droplet	Lipid droplet cells 6.5 µM	MT stabilize HCS	MT stabilize HCS Hoechst-high %	MT stabilize HCS cytotoxicity %	PMI inhibitors
COc1ccc(OCc2csc(N)n2)cc1	-0.6	1092	i	0.0	i	25	-0.39	1245	-0.7	-0.3	0.38	-0.71	1.1	19	764	2.2	1.9	5.9	-3%
CCN(C(=O)CN1CCCCC1)C1(C)C(=O)c2ccccc2C1=O	-3.8	511	i	0.3	i	38	1.1	1172	0.51	-0.22	0.28	0.071	1.1	-7	679	1.9	1.3	6.5	-2%
COc1ccc(NS(=O)(=O)c2cc(NC(=O)c3cccnc3Cl)ccc2N2CCCC2)cc1	-0.7	1144	i	0.2	i	16	0.01	1466	-0.62	-0.29	-0.37	1.2	x	-3	747	x	x	x	x
CCC1CC2(C)NC(=O)c3c(sc4c3CC(C)(C)OC4)N2C1=O (stereo not drawn)	-3.1	930	i	0.6	x	x	-0.77	1435	0.85	-0.36	-0.081	0.52	1.1	x	x	8.1	3.1	12	30%
CCOC(=O)c1ccc(Cl)c(NC(=O)c2ccc(-c3ccccc3)cc2)c1	-1.6	1389	i	1.2	i	34	0.05	1650	0.045	0.35	0.85	1	1	x	x	4.0	2.2	4.3	-14%
COc1ccc(-c2c(C#N)sc(C(N)=O)c2-c2ccc(OC)cc2)cc1	-2.3	1010	i	0.4	i	16	0.72	1455	-0.56	-0.24	-0.48	1.5	x	7	729	x	x	x	x
COc1ccc(CN2C(=O)c3cccnc3C2Nc2cc(Cl)c(OC)cc2OC)cc1 (stereo not drawn)	-0.2	1392	i	5.2	i	31	0.38	1400	0.68	-0.38	0.45	0.23	1	x	x	3.6	1.9	7.0	26%
O=c1cc(-c2ccc(Cl)c(Cl)c2)[nH][nH]1	-1.9	1149	i	0.9	i	55	-0.08	968	0.63	-0.099	0.78	-1.6	1.1	-11	765	4.1	1.6	4.8	5%
CC1(C)CC(=O)C2=C(C1)OC(N)=C(C#N)C2C1C=CCCC1 (stereo not drawn)	x	x	i	0.8	i	30	0.67	1324	-1.4	-0.25	-0.93	1	1.1	-15	701	3.2	2.2	8.0	12%
CN(C)C(=O)C(=O)c1cccn1-c1cccc(Cl)c1C#N	-1.1	1155	i	0.2	i	62	-0.15	1343	1.1	-0.17	0.54	-1.3	1.1	-4	699	1.5	1.8	4.3	9%
O=C(NCc1ccco1)c1cccc2c1C(=O)N(C1CCCCC1)C2	-1.1	1223	i	1.0	i	40	-0.25	1204	0.074	-0.12	0.24	0.9	1.1	3	732	1.5	1.6	3.5	-9%
CCCN(CCC(=O)Nc1ccccc1F)CC1CC1	2.7	1053	i	0.6	i	48	-0.16	831	-1.4	-0.35	-0.6	0.031	1.1	-4	736	4.1	2.1	12	-7%
CCCc1nnc(SCC(=O)N2CCCCC2C)n1CC (stereo not drawn)	-0.5	1376	i	0.8	i	57	-0.44	1605	1.1	0.046	0.51	-1.5	1	x	x	2.3	2.6	8.3	-18%
COc1cc(C(=O)NC(=S)Nc2csc(-c3ccc(F)cc3)n2)cc(OC)c1OC	-2.3	1106	i	0.5	i	54	0.28	1262	0.2	-0.24	-0.2	-0.7	x	21	406	x	x	x	x
CS(=O)(=O)c1cnc(-c2ccccc2)nc1-c1ccccc1Cl	0.3	1480	i	0.1	i	1	x	x	-0.46	-0.2	-0.028	0.8	1	6	534	4.6	1.3	11	-6%
COC(=O)Cc1c(C(=O)OC)nnn1-c1ccc(OC)cc1	2.4	980	i	0.4	i	61	1	1119	0.044	-0.16	0.22	-1	1	-15	708	1.4	1.5	1.9	-10%
O=C1C2CC=CCC2C(=O)N1c1ncn[nH]1 (stereo not drawn)	1.2	1105	i	6.8	i	39	x	x	-1.1	-0.24	-0.022	0.39	1.3	-2	783	1.0	1.3	8.2	0%
COC(CN(C(=O)CCl)C(C(=O)NC1CCCCC1)c1ccc(Cl)cc1)OC (stereo not drawn)	0.2	1070	i	2.1	i	14	x	x	-4.1*	0.66*	-2.8*	0.34*	1.1	-7	703	3.7	2.7	1.2	-8%
OC(COc1ccccc1)CN1CCN(c2ncccn2)CC1 (stereo not drawn)	x	x	i	1.2	i	44	x	x	-0.48	-0.26	-0.84	1.2	1.1	x	x	1.8	1.2	5.7	0%
COc1ccc(C2/C(=C(/O)c3ccc(C)cc3)C(=O)C(=O)N2C)cc1 (stereo not drawn)	-0.8	1039	i	1.0	i	29	0.15	1814	0.22	-0.26	0.031	-0.047	1.1	-11	666	2.7	2.2	11	6%
C=CCc1ccc(OCCCCNC(C)CC)c(OC)c1 (stereo not drawn)	2.1	488	i	0.4	i	44	0.38	1202	-0.47	-0.25	0.34	0.53	1.1	-2	750	3.3	2.2	8.0	-4%
CCOC(=O)C1=NN(c2ccc(OC)cc2)C2C(=O)N(c3ccccc3OC)C(=O)C12 (stereo not drawn)	-0.3	1332	i	0.5	i	14	x	x	-1.8	-0.27	-0.81	1.7	x	6	777	x	x	x	x
Cc1ccc(-c2csc(/C(C#N)=C(\O)CCl)n2)cc1	0.6	1035	i	0.6	x	x	0.13	1247	-0.72	-0.13	-0.66	0.28	1.2	3	718	2.5	1.6	7.3	-53%
O=C(CSc1ccc2nnc(-c3cccnc3)n2n1)N1CCOCC1	x	x	i	0.9	i	31	0.45	778	-0.25	-0.24	-0.13	0.25	1.1	x	x	3.2	4.1	9.2	2%
CC1(C(=O)NCCN2CCOCC2)C=CC2(CCCCC2)N1C(=O)c1ccccc1 (stereo not drawn)	0.5	585	i	1.0	i	24	-0.35	1100	0.48	-0.28	0.54	0.42	1	3	762	6.2	2.9	5.5	-17%
O=[N+]([O-])c1ccc(N2CCOCC2)cc1N1CCCCC1	-1.4	1053	i	0.6	i	30	-0.35	1317	0.13	-0.3	0.38	1.1	0.9	-1	629	5.3	1.8	6.9	-8%
O=C(COc1ccccc1Cl)Nn1cnnc1	-4.8	859	i	0.9	i	55	-0.01	1088	-0.38	-0.23	-0.073	0.79	1.1	x	x	2.0	0.9	1.1	-3%
Cc1cccc(C2N=C(N)Nc3nc4ccccc4n32)c1 (stereo not drawn)	0.0	1317	i	0.2	i	19	0.27	1030	-0.014	-0.26	-0.11	0.66	x	8	719	x	x	x	x
O=C(CSc1nnc(NC(=O)Cc2ccccc2)s1)NCC1CCCO1 (stereo not drawn)	0.2	1024	i	0.3	i	25	x	x	-0.91	-0.28	-0.39	0.68	1.1	5	708	1.6	1.2	5.3	-3%
Cc1cc(NC(=O)c2cc(C3CC3)on2)n(-c2ccccc2)n1	-1.6	1123	i	2.6	i	48	1.6	1871	0.65	-0.048	0.76	-1.1	1.1	-4	544	5.8	0.9	5.5	4%

Individual results from the results shown:
Cc1cc(NC(=O)c2cc(C3CC3)on2)n(-c2ccccc2)n1 in Insulin prom up cell count has 1871
O=[N+]([O-])c1ccc(N2CCOCC2)cc1N1CCCCC1 in T cell HTS vesicle-bound % has 30

Later entries:
SMILES	b-catenin transl	b-catenin transl cell count 5 µM	Myeloid diff 2	Myeloid diff 2 GFP+ MAC1+ %	T cell HTS	T cell HTS vesicle-bound %	Insulin prom up	Insulin prom up cell count	Dynein transport	Dynein transport cytoplasmic EGFP	Dynein transport nuclear GR-EGFP	Dynein transport cell count	TNAP activators	Lipid droplet	Lipid droplet cells 6.5 µM	MT stabilize HCS	MT stabilize HCS Hoechst-high %	MT stabilize HCS cytotoxicity %	PMI inhibitors
CN(C(=O)c1cccs1)c1ccccc1C(=O)O	2.7	1036	i	0.4	i	16	x	x	-0.61	-0.23	-0.013	0.25	1.1	2	782	2.8	2.2	1.6	10%
O=C(Nc1ccc(-c2nc3ccccc3o2)cc1)c1cc(-n2cnnc2)ccc1Cl	0.5	1073	i	0.8	i	19	x	x	-1	0.42	-0.53	-0.38	1	3	712	2.6	2.0	21	5%
O=c1cccccc1NN=C1CCCCC1	-0.4	1354	i	0.8	i	60	-0.06	1099	0.56	-0.26	0.74	0.29	x	6	704	x	x	x	x
CCCc1cc(C(=O)NCc2ccc(OC)cc2)no1	-0.3	1119	i	3.0	i	40	-1.1	950	-1.7	-0.13	-0.85	-0.19	1.1	x	x	7.3	1.0	6.9	9%
